# Screening data deposited in PubChem BioAssay by several laboratories.
# NadD inh – NadD (S. aureus) enzyme inhibition; inhibition, % at 20 µM; AID 602399; hit rate 0.78% among 360,000; purified NadD enzyme, colorimetric absorbance read-out; in the data active = inhibition above about 26%; note: some compounds past the cut are filed as inactive
# Scp-1 inhibitor – inhibitors of human Scp-1 phosphatase | AID 493091 | inhibition, % at 20 µM | Recombinant Scp1, phosphopeptide, malachite green phosphate absorbance | hit rate 0.88% among 340,000 | Q9GZU7;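 active = inhibition above about 50% at 20 µM, limit read from the data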;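 note: plate controls were DMSO wells with enzyme for no effect and wells lacking enzyme for full effect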
#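 Test system: SCP-1 phosphatase catalytic domain, residues 76-261; measured by: colorimetric phosphate reagent with accelerator and stabiliser, absorbance at 630 nm; timing: enzyme reaction 45 min at room temperature, colour 5 min, stabilisation 30 min; also added: Phosphorylated 17-residue peptide substrate; compound dosing: one concentration, 20 µM, with 1.0% DMSO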
# STEP inh – STEP (human) phosphatase inhibition | hit rate 0.25% among 360,000 | AID 588621 | recombinant STEP, OMFP fluorogenic substrate, fluorescence | P54829 | inhibition, % at 20 µM;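 active = inhibition at 20 µM, scaled per plate between control wells, above about 37%, limit read from the data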;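 note: 0% = DMSO with enzyme and substrate and 100% = substrate only without enzyme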
#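 material = STEP tyrosine phosphatase | reagent = fluorogenic phosphatase substrate OMFP at 25 µM final | doses = single compound dose of 20 µM, 1% DMSO final | schedule = 20 min reaction, room temperature, in the dark | measured by = fluorescence, 480/540 nm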
# CSN deneddyl inh – inhibitors of human CSN-mediated cullin deneddylation | AID 651999 | Q92905 | inhibition, % at 12.5 µM | Purified CSN, SCF-Nedd8-OG deneddylation, fluorescence polarization | hit rate 0.38% among 360,000;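 active = pattern-corrected inhibition above about 35%, with an unprinted fluorescence ratio check between 0.5 and 1.5, limit read from the data, passing the limit was not always enough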;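 note: 0% = enzyme with substrate and 100% = substrate without enzyme; some results filed as inactive read as strong as hits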
#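 Detection – fluorescence polarization · System – HEK293T-derived human Csn5 enzyme · Controls – substrate-only high control, full reaction low control · Timing – 90 min, room temperature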
# Rpn11 block – blocks the human proteasome subunit Rpn11; human 26S proteasome, Ub4-pepOG fluorescence polarization; 20S core pre-blocked with epoxomicin; calls only at 20 µM; hit rate 0.59% among 360,000;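 active = inhibition at 20 µM, scaled to each plate's controls, above about 33%, limit read from the data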
# Neddylation inh – cullin neddylation inhibition. TR-FRET cullin neddylation, biochemical. calls only at 25 µM. hit rate 0.58% among 360,000. AID 651699; in the data active = inhibition above about 36%
# Target sequence (P61081 whole entry, looked up): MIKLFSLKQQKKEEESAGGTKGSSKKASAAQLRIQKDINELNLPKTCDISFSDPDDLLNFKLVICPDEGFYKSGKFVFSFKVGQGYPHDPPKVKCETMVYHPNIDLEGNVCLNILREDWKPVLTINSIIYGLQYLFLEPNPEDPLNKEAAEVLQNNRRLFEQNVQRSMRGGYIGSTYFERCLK
# Target sequence (Q13564 whole entry, looked up): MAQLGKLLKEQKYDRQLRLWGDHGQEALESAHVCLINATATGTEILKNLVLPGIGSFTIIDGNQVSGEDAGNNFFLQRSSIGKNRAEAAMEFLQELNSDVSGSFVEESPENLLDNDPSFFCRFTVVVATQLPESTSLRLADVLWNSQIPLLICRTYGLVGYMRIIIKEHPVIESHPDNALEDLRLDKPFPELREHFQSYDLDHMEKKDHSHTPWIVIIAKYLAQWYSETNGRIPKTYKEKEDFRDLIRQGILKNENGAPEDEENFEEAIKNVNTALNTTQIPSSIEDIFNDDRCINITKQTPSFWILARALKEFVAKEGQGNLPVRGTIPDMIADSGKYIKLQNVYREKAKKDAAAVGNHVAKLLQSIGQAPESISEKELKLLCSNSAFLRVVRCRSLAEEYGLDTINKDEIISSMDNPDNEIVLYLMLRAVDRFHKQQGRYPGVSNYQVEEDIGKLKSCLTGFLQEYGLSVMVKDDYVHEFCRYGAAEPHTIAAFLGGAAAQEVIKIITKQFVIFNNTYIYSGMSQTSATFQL
# DNMT1 block – blocks human DNA methyltransferase DNMT1 | P26358 | DNMT1 molecular beacon, Hinp1I cleavage, fluorescence | inhibition (reported as % activation of signal), % at 10 µM | hit rate 0.83% among 360,000 | AID 588458; in the data active = inhibition above about 50%
# LMPTP block – blocks human LMPTP phosphatase; hit rate 0.22% among 360,000; P24666; recombinant LMPTP-A, OMFP fluorogenic substrate, fluorescence intensity; AID 651560; inhibition, % at 20 µM;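 active = compounds that cut the enzyme signal by at least half of the control window in the single-dose screen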;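 note: plate controls were DMSO wells with enzyme plus substrate for no effect and substrate without enzyme for full effect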
# Target sequence (P24666 whole entry, looked up): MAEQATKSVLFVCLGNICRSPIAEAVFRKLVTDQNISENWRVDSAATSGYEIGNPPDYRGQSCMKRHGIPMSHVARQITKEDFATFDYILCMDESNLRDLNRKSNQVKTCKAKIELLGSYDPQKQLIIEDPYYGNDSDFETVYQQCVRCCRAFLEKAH
#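 material = LMPTP-A | quantity = 0.625 nM enzyme | reagent = OMFP substrate, 400 µM final | buffer or medium = Bis-Tris pH 6.0, DTT, detergent | detection = endpoint fluorescence intensity from OMFP dephosphorylation | dosing = single 20 µM dose | read-out basis = % inhibition relative to no-enzyme and uninhibited control wells | control set = no-enzyme and uninhibited controls | timing = 50 min at room temperature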
# SUMO1 PPI mod – alters human SUMO1 binding to SIM partners; P63165; SUMO1 binding to a labelled peptide, TR-FRET, 1 h; inhibition, % at 20 µM; hit rate 0.33% among 360,000; in the data active = inhibition above about 37%
# Target sequence (P63165 whole entry, looked up): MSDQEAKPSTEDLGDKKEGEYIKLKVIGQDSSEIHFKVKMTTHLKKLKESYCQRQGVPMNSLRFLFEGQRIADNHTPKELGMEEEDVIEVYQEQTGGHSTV
# Rin1-Abl PPI inh – blocks binding of human Rin1 to Abl | AID 588664 | P00519+Q13671 | hit rate 0.4% among 360,000 | inhibition, % at 7.35 µM | TR-FRET Rin1/Abl binding, biochemical; in the data active = inhibition above about 5%, passing the limit was not always enough
# * marks the source's active call; other numbers are inactive results; i = inactive; / = not tested or not shown; + = active, no number.
# Sample of the layout:
SMILES,NadD inh,Scp-1 inhibitor,STEP inh,CSN deneddyl inh,Rpn11 block,Neddylation inh,DNMT1 block,LMPTP block,SUMO1 PPI mod,Rin1-Abl PPI inh
O=S(=O)(Nc1cccc(F)c1)c1cccc2nsnc12,-3,-7,0,3,i,i,5,-1.4,-18,-2
COC(=O)[C@]1(C)N[C@H](c2ccc(-c3ccc(Cl)c(Cl)c3)c(OC)c2)[C@@H]2C(=O)N(C)C(=O)[C@@H]21,-10,-2,2,2,i,i,-15,2.9,7,2
Nc1c(-c2ccc(Cl)cc2)cnn1-c1cccc(C(F)(F)F)c1,-6,6,12,6,i,i,2,0.3,16,0
O=C(O)c1ccc(CNc2ccccc2C(=O)O)cc1,3,53*,6,4,i,i,39,0.1,8,-1
O=C(Nc1cccc(F)c1)c1cc(-c2ccco2)nc2ccccc12,7,57*,22,16,i,i,48,1.0,3,-2

# This part in full, previewed entries included:
SMILES,NadD inh,Scp-1 inhibitor,STEP inh,CSN deneddyl inh,Rpn11 block,Neddylation inh,DNMT1 block,LMPTP block,SUMO1 PPI mod,Rin1-Abl PPI inh
O=S(=O)(Nc1cccc(F)c1)c1cccc2nsnc12,-3,-7,0,3,i,i,5,-1.4,-18,-2
COC(=O)[C@]1(C)N[C@H](c2ccc(-c3ccc(Cl)c(Cl)c3)c(OC)c2)[C@@H]2C(=O)N(C)C(=O)[C@@H]21,-10,-2,2,2,i,i,-15,2.9,7,2
Nc1c(-c2ccc(Cl)cc2)cnn1-c1cccc(C(F)(F)F)c1,-6,6,12,6,i,i,2,0.3,16,0
O=C(O)c1ccc(CNc2ccccc2C(=O)O)cc1,3,53*,6,4,i,i,39,0.1,8,-1
O=C(Nc1cccc(F)c1)c1cc(-c2ccco2)nc2ccccc12,7,57*,22,16,i,i,48,1.0,3,-2
CN(Cc1nc(-c2ccncc2)no1)S(=O)(=O)c1ccc(Cl)cc1,-5,-4,-1,-1,i,i,0,-1.4,-5,-1
COc1cccc(CNC(=O)CCS(=O)(=O)c2ccccc2Cl)c1,4,-9,-4,2,i,i,2,-7.3,-2,-1
O=S(CC(O)c1ccccc1)c1ccccc1 (configuration not stated),12,/,3,4,i,i,-1,0.1,5,1
COc1cccc(-c2c(C(=O)N/N=C(\C)c3ccc(Cl)s3)nnn2-c2nonc2N)c1,32*,-5,-2,-3,i,/,-2,0.6,1,-2
O=C(NNS(=O)(=O)c1ccccc1)Nc1ccc(F)cc1,0,-2,1,1,i,i,-1,0.5,-5,-4
C/C(=N/NC(=O)CN1CCN(Cc2ccccc2Cl)CC1)c1ccco1,-8,-13,0,-1,i,i,-3,0.2,-2,-1
CN1C2C(Br)CCCCN2c2ccc(F)cc2S1(=O)=O (configuration not stated),4,-3,-2,-1,i,i,0,-0.6,21,-3
CCOc1c(Br)cc(/C=C2\N=C(C)OC2=O)cc1Br,-19,-4,1,4,i,i,9,0.2,-4,0
CNCCCOc1cccc(OC(C)C)c1,-9,-3,0,-3,i,i,2,-1.1,-2,-3
COCc1ccc(C(=O)NC2CC(C)(C)Cc3c2cnn3-c2ccc(C)cc2)o1 (configuration not stated),-3,1,2,-5,i,i,0,-1.2,-3,3
NS(=O)(=O)c1ccc(NC(=O)COC(=O)/C=C/c2ccc([N+](=O)[O-])cc2)cc1,1,1,2,1,i,i,1,2.5,-14,0
CC(C)C(=O)c1cc2c(cc1NC(=O)c1ccccc1)OCCO2,-17,0,-1,1,i,i,-1,2.7,-3,1
CC(=O)Nc1ccc(NC(=O)c2sc3nc4c(c(-c5ccc(C)cc5)c3c2N)CCC4)cc1,1,-7,1,1,i,i,-12,1.9,-13,-3
COCCn1c(C)nnc1SCC(=O)NNC(=O)c1ccc(Br)cc1,0,-7,-1,-1,i,i,-2,0.8,2,1
COc1cccc2sc(N(CCCN(C)C)C(=O)c3ccc(S(=O)(=O)N4CCc5ccccc5C4)cc3)nc12,1,7,1,7,i,i,0,1.7,-32,0
CC(C)N(C(=O)Cn1cc(S(=O)(=O)CC(=O)NCc2ccc(F)cc2)c2ccccc21)C(C)C,-1,-10,-1,7,i,i,0,0.7,1,0
O=C(CCN1CCN(CC(=O)Nc2ccccc2Cl)CC1)Nc1ccccc1F,-5,7,-2,-2,i,i,4,-1.3,0,4
COc1cccc(CC(=O)Nc2ccc3c(c2)c(=O)n(C)n3-c2ccc(C(C)(C)C)cc2)c1,6,/,-1,0,i,i,-14,5.4,6,6
CCCc1nc2nc(C)c(NS(=O)(=O)c3ccc(F)cc3)c(=O)n2[nH]1,-4,-1,0,0,i,i,0,-0.9,1,0

# A second format for some results above.
molecule	NadD inh	Scp-1 inhibitor	STEP inh	CSN deneddyl inh	Rpn11 block	Neddylation inh	DNMT1 block	LMPTP block	SUMO1 PPI mod	Rin1-Abl PPI inh
CC(C)N(C(=O)Cn1cc(S(=O)(=O)CC(=O)NCc2ccc(F)cc2)c2ccccc21)C(C)C	-1	-10	-1	7	i	i	0	0.7	1	0
O=C(CCN1CCN(CC(=O)Nc2ccccc2Cl)CC1)Nc1ccccc1F	-5	7	-2	-2	i	i	4	-1.3	0	4

# (continued)
SMILES,NadD inh,Scp-1 inhibitor,STEP inh,CSN deneddyl inh,Rpn11 block,Neddylation inh,DNMT1 block,LMPTP block,SUMO1 PPI mod,Rin1-Abl PPI inh
OC(c1ccc(Cl)cc1)C(CN1CCOCC1)c1ccccc1 (configuration not stated),-7,-12,1,-3,i,i,-2,-1.5,-2,1
O=C(COc1ccc(S(=O)(=O)N2CCOCC2)cc1)N1CCN(c2ccccc2)CC1,-1,-5,2,3,i,i,-1,-0.5,3,2
O=C(c1ccc(S(=O)(=O)NCC2CCCO2)cc1)N1CCN(c2ccccc2F)CC1 (configuration not stated),-5,-1,-3,1,i,i,0,0.6,9,1
CN(Cc1cc2ccccc2[nH]c1=O)S(=O)(=O)c1ccccc1,-5,-7,1,3,i,i,2,0.6,1,5
O=C(CN(C(=O)c1csnn1)c1ccccc1)NCCc1ccccc1,-2,1,0,-3,i,i,-1,-0.9,-1,3
CN1CCN(C(=O)OC2CC3CC2[C@H]2CCCCN2C3=O)CC1 (some centres not stated),0,/,/,4,/,i,/,-2.4,5,/
C=C1CC[C@H](O)C/C1=C/C=C1\CCC[C@]2(C)[C@@H]([C@H](C)/C=C/[C@H](C)C(C)C)CC[C@@H]12,15,-9,3,-1,i,i,3,1.2,11,1
COc1ccc(S(=O)(=O)N(CC(=O)NN=C2CCN(C)CC2)c2cc(Cl)ccc2OC)cc1OC,-4,-3,-3,5,i,i,2,-5.0,-3,0
CCOC(=O)c1[nH]c(C)c(C(=O)Nc2ccc3c(c2)CCC3)c1C,-6,1,-4,-3,i,i,-1,0.6,-3,1
O=C(O)c1cnn(-c2ccccc2)c1C(F)(F)F,-4,5,-2,-6,i,i,0,0.1,4,1
CCCCCN(C(=O)CCC(=O)OCC(=O)Nc1cccc(CC)c1)c1c(N)n(CCCC)c(=O)[nH]c1=O,0,-4,1,-4,i,i,-1,-1.0,0,-1
Cc1ccc(S(=O)(=O)N2CCN(CC(=O)NC(=O)NCc3ccccc3)CC2)cc1C,2,3,-4,-4,i,i,-2,-0.9,-5,1
O=C(C1CCCCC1)N1CCN(c2ncccn2)CC1,-1,-5,-3,1,i,i,-3,0.7,2,1
O=C(Nc1cccc(Cl)c1N1CCCC1)c1cccc(-c2cc3ccccc3oc2=O)c1,17,-6,3,-5,i,i,-1,2.3,-7,-1
O=C(CN1CCN(c2ccc(F)cc2)CC1)Nc1ccccc1[N+](=O)[O-],-8,-1,2,6,i,i,-2,-1.4,-18,-2
CN(C)c1ccc(NC(=O)Nc2nnc([C@H]3C[C@H](O)[C@@H](CO)O3)s2)cc1,8,/,2,-4,i,i,0,2.3,0,-2
O=C(COc1ccc(Cl)cc1)NCc1nnc(SCC(=O)Nc2ccccc2)o1,-6,-6,0,-4,i,i,-3,-0.3,-1,-2
CN(C)S(=O)(=O)c1ccc(Cl)c(NC(=O)COC(=O)c2ccc3c(c2)NC(=O)CS3)c1,1,-2,2,5,i,i,-6,0.2,-3,-6
COC(=O)c1nc(NC(=O)C(C)(C)C)n[nH]1,-2,1,-1,-6,i,i,16,0.1,-3,5
COc1cccc(NC(=O)c2sc3nc(N4CCOCC4)c4c(c3c2N)CCCC4)c1,14,0,1,9,i,i,-24,3.0,-2,-5
CCCCOC(=O)c1ccc(NC(=O)C(=O)CC(=O)c2ccc(OC)cc2)cc1,1,-18,3,5,i,i,-5,0.9,3,2
COc1ccc(Cl)cc1NC(=O)C(C)NC(c1ccccc1)c1ccccc1 (configuration not stated),-3,4,-3,-3,i,i,4,4.0,6,3
COc1ccc(N(CC(=O)NCc2cccs2)S(=O)(=O)c2ccc(F)cc2)cc1,-5,-10,-3,1,i,i,-1,0.4,3,0
COc1cc2c(cc1OC)CN(CC(=O)Nc1ccc(S(=O)(=O)N3CCCC3)cc1)CC2,4,1,0,0,i,i,-8,0.4,2,2
COc1cccc2cc(C(=O)Nc3ccc(S(=O)(=O)NCC4CCCO4)cc3)c(=O)oc12 (configuration not stated),-2,-4,-1,-4,i,i,-11,2.2,-14,-3
CCOc1ccccc1/C=C(/NC(=O)c1ccccc1)C(=O)NCC(=O)O,-7,1,-6,-1,i,i,6,-2.5,-4,-2
Cc1ccc(-c2nnc(Nc3ccc(CC(N)=O)cc3)c3ccccc23)cc1S(=O)(=O)NCC1CCCO1 (configuration not stated),10,-2,-1,0,i,i,1,0.7,-16,-2
CC12CCC(C(=O)N/N=C/c3ccc(O)cc3O)(OC1=O)C2(C)C (configuration not stated),0,-5,-1,3,i,i,-1,0.1,-1,-4
Cc1ccc(CN2[C@@H](CC3CCCCC3)COCCS2(=O)=O)cc1,-5,-15,2,-4,i,i,1,2.3,11,3
Cc1nc(N2CCN(C(=O)c3ccco3)CC2)nc2c1C(=O)CC(C)C2 (configuration not stated),-2,-8,0,1,i,i,-2,0.8,8,2
CN=c1sc2ccccc2n1CC(O)COc1ccccc1 (configuration not stated),-4,2,-1,7,i,i,-1,0.5,-1,2
CCc1ccc(-c2csc(NC(=O)C3CC(=O)N(c4ccc5c(c4)OCCO5)C3)n2)cc1 (configuration not stated),10,-4,4,3,i,+,-5,2.6,24,-3
Cc1oc(-c2ccccc2F)nc1CS(=O)(=O)CC(=O)N1CCN(c2ccccc2)CC1,-2,-1,0,-3,i,i,1,-1.2,-2,-1
Cc1ccc(-c2noc(-c3ccccc3Br)n2)cc1,2,-7,3,-2,i,i,-3,0.8,1,1
O=C(NCc1ccccc1Br)c1ccc2c(c1)OCCO2,-3,-6,0,6,i,i,1,-0.6,-2,0
CNC(=O)C1CCN(S(=O)(=O)c2c(C)noc2/C=C/c2cccc(OC)c2)CC1,-1,3,-2,-2,i,i,-2,-0.5,-31,-3
C#CCNC(=O)C1=C[C@H](c2coc3ccccc3c2=O)C[C@H](OCCCCO)O1,1,-2,-3,-3,i,i,7,0.6,4,2
CC1(c2nnnn2Cc2ccccc2)CCC(=O)N1CCOc1ccccc1 (configuration not stated),-3,/,/,-6,/,i,/,-0.8,-4,/
